Assay outcomes (PubChem BioAssay)
DAX1 inh-1: NR0B1 (DAX1) inhibition | P51843 | HEK293 Gal4-DAX1 luciferase reporter, luminescence | inhibition, % at 6.75 µM | 340,000 compounds, 0.99% hits | AID 504766;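 active means inhibition above the mean over all tested compounds plus 3 SD, cut at about 4.2% in these data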;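 further: 0% = DAX1-transfected cells with DMSO and 100% = empty-vector control cells with DMSO; inhibition shows as a rise in luminescence from relieved DAX1 repression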
Target sequence (P51843 207-470 limits assumed): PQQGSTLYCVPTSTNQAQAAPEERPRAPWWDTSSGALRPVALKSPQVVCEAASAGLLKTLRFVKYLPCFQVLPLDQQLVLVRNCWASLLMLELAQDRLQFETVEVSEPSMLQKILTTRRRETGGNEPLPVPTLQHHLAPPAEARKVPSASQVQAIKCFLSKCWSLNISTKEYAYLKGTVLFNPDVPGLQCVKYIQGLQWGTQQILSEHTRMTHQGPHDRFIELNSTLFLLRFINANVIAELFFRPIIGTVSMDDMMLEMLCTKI
ADAM17 inh: ADAM17 inhibition, QFRET primary screen. P78536. recombinant ADAM17, EDANS/DABCYL FRET peptide cleavage. inhibition, % at 6.95 µM. 370,000 compounds, 0.83% hits. AID 720648;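 active means inhibition above the mean of compounds lying between control limits plus 3 SD, set per campaign, cut at about 8.5% in these data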;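 further: 0% = DMSO-only wells as the low control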
Target sequence (P78536 215-824 limits assumed): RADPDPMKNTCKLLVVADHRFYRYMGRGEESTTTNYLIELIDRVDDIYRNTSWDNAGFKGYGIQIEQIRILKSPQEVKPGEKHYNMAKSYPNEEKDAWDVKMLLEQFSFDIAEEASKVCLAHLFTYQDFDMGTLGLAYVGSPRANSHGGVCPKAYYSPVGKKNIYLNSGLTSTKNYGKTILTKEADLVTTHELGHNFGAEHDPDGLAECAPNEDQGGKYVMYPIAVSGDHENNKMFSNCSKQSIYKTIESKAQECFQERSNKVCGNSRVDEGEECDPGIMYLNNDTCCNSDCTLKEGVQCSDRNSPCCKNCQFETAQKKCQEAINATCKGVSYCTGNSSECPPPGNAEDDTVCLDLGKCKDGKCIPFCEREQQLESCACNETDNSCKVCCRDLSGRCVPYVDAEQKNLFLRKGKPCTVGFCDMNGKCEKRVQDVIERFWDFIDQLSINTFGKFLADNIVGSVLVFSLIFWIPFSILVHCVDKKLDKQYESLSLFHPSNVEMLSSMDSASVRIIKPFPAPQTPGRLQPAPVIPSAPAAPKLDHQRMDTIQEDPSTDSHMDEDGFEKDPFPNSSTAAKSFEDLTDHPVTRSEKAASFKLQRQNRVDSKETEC
SMARCA2 activ: SMARCA2 function activation, primary screen. activation, % at 9.1 µM. MG213 cells, MMTV-luciferase reporter, dexamethasone, overnight. 370,000 compounds, 1% hits. AID 652017; in the data active means activation above about 7.8%;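 further: 0% = vehicle wells and 100% = reference activator wells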
DAX1 inh-2: DAX1 (NR0B1) inhibition, primary screen. 370,000 compounds, 1.1% hits. AID 652010. HEK293T StAR-luciferase reporter, SF-1/DAX-1 repression relief. inhibition, % at 6.8 µM;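 active means inhibition above the mean over all tested compounds plus 3 SD, cut at about 3.6% in these data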;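 further: 0% = DAX-1 cells with DMSO and 100% = cells lacking DAX-1 with DMSO; higher inhibition means more luminescence from relief of DAX-1 repression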
GAA850 FXN act: frataxin GAA850 promoter activation; HEK293 lucGAA850 FXN promoter luciferase reporter, 24 h; percent of 10 µM SAHA response; activation, % at 6 µM; 360,000 compounds, 0.56% hits; AID 540364;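 active means activation above the average of all compounds screened plus 3 SD, cutoff fixed separately per campaign, cut at about 7.5% in these data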;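 further: 0% = DMSO wells and 100% = 10 µM SAHA wells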
PG9 Ab binder: small molecules binding HIV-1 gp120 antibody PG9; 360,000 compounds, 0.43% hits; TR-FRET gp120-PG9 antibody binding; AID 624416; inhibition, % at 6.7 µM; in the data active means inhibition above about 8.5%
hcDAF-12 act: activators of H. contortus DAF-12 nuclear receptor. activation, % at 6.8 µM. 370,000 compounds, 1.4% hits. HEK293 hcDAF-12 lit1-tk-luc reporter, luminescence; 0% DMSO, 100% Δ7-dafachronic acid. AID 652067;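 active means activation above the mean of all tested compounds plus 3 SD, cut at about 5.5% in these data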;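 further: 100% = response to 3 µM Δ7-dafachronic acid high control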
ADAM10 inh: inhibits human ADAM10. O14672. recombinant ADAM10, EDANS/DABCYL FRET peptide cleavage, 3 h. inhibition, % at 7 µM. 370,000 compounds, 0.62% hits;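 active means inhibition above a per-campaign cutoff equal to the mean of compounds falling between control-based bounds plus 3 SD, cut at about 20% in these data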;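 further: 0% = DMSO wells while the 100% control is not disclosed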
NPR1 activator: GC-A (human) enzyme activation; HEK293 GC-A cells, cGMP TR-FRET, EC30 ANP; 0% at EC30 ANP, 100% saturating ANP; 370,000 compounds, 0.14% hits; activation, % at 10 µM; P16066; in the data active means activation above about 40%
hgDAF-12 ag: activates the H. glycines DAF-12 receptor ligand-binding domain | activation, % at 6.8 µM | 370,000 compounds, 1.8% hits | HEK293 GAL4-hgDAF12 UAS-luciferase reporter, agonist luminescence; normalized to butyrate control | AID 687014;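 active means activation above a cutoff set at the mean of all screened compounds plus 3 SD, cut at about 10% in these data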;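 further: 0% = DMSO wells and 100% = sodium butyrate wells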
ssDAF-12 act: activates DAF-12 receptor from parasite S. stercoralis; AID 652126; HEK293 ssDAF-12/GRIP1 lit1-tk-luc reporter, luminescence; % of 3 µM dafachronic acid response; 370,000 compounds, 1% hits; activation, % at 6.8 µM;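 active means activation above the mean over all tested compounds plus 3 SD, cut at about 0.9% in these data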;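 further: 0% = DMSO-only wells and 100% = 3 µM delta7-dafachronic acid wells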
Numbers without * were called inactive; x = no result given.

smiles,ssDAF-12 act,hgDAF-12 ag,hcDAF-12 act,GAA850 FXN act,ADAM10 inh,DAX1 inh-1,DAX1 inh-2,SMARCA2 activ,NPR1 activator,PG9 Ab binder,ADAM17 inh
Cc1nc(N)[nH]c(=O)c1CCC(=O)OCC(C)C,-1.1,2.3,-1.6,0.4,4,0.0,-0.4,-1,-1,-0.1,-1
COc1ccccc1-[n+]1c(C)cc(/C=C2\Sc3ccccc3N2C)cc1C,-3.1,-12,-6.2,-15,-1,-7.3,-3.5,-12,-25,-17,-1
OC[C@@H]1CN(Cc2cccs2)C[C@H](n2cnc3c(NCc4ccc(F)cc4)ncnc32)O1,-0.9,-3.8,0.0,-1.1,-2,x,-1.1,-2,2,-1.5,-3
O=C(NCC(=O)N1CCN(c2ccccc2)CC1)c1cccs1,-0.5,2.2,1.7,0.1,-4,2.4,1.1,5,4,-1.8,-1
COc1cc(NC(=O)c2ccc(OC)c([N+](=O)[O-])c2)ccc1NC(=O)c1ccco1,-0.9,-3.1,-2.1,1.5,1,-3.7,-0.8,-4,3,-1.7,2
COCCn1c(=NC(=O)CSCC(=O)Nc2cc(C)on2)sc2cc(C(=O)OC)ccc21,-0.7,-2.3,1.9,-0.9,-7,-1.3,0.3,1,2,-1.6,-1
COc1ccc(C(=O)NC(CC(C)C)C(=O)O)cc1 (stereo not given),-1.4,0.1,-1.4,-1.3,2,-0.4,0.8,1,-2,0.6,-1
Nn1c(-c2ccc(O)cc2)nnc1-c1ccc(O)cc1,-1.6,2.5,-1.3,-0.4,-9,2.9,0.5,-1,-3,0.2,-1
O=C(NCC1CCN(S(=O)(=O)c2ccccc2)CC1)Nc1ccccc1,-1.4,1.0,-1.9,2.4,6,-0.6,0.5,-1,3,0.3,-2
COc1ccccc1N1CCN(C2CCCN(C(=O)Cn3cccn3)C2)CC1 (stereo not given),-0.9,-0.3,0.4,-1.9,7,0.6,1.9,-1,1,0.0,0
CC(=O)c1cccc(NC(=O)c2cc3ccccn3n2)c1,-0.4,7.4,1.3,2.7,-8,-0.2,3.7*,3,0,-1.0,0
O=C(CN1CCNC(=O)C1)NCCc1ccc(Cl)cc1Cl,-0.8,1.6,-0.2,-1.6,-7,0.2,-0.4,-4,2,-0.1,-1
O=C(Nc1ccc(Cl)cc1)[C@@H]1[C@@H]2C(=O)N(c3cccc(F)c3)C(=O)[C@@H]2[C@H]2C=CC=NN21,-0.8,2.0,1.1,-1.9,-3,-1.0,-0.3,-2,4,-0.3,0
O=C(Nc1ccc2c(c1)OCCO2)c1cnn(-c2ccccc2)n1,0.0,9.7,1.4,2.2,-9,-0.4,4.2*,5,-2,1.5,2
O=C(NCc1ccccn1)c1cn(CCc2ccccc2)nn1,-1.2,-0.9,-0.7,-0.3,1,1.3,-0.1,-2,5,-0.5,-3
CCCN1Cc2cccc(C(N)=O)c2C1=O,-1.0,-0.9,0.4,-1.3,6,0.3,0.4,0,3,-2.4,-1
O=C(/C=C/c1cn(CC(O)CN2CCCCC2)c2ccccc12)c1ccccc1 (stereo not given),-0.9,2.4,3.9,-0.3,-10,-1.6,-0.2,0,-8,-2.0,-2
COc1ccccc1C(=O)NNC(=O)c1cccc(Cl)c1,0.7,17*,13*,1.3,8,1.1,5.6*,2,2,-0.4,0
CSc1nc2sc3c(c2c(=O)[nH]1)CCc1ccccc1-3,0.2,2.8,5.6,1.8,12,-0.6,0.2,0,-3,-0.9,-2
S=c1[nH]nc(-c2ccco2)n1/N=C/c1ccc(Cl)cc1Cl,-1.2,-1.2,-0.9,0.5,-2,1.1,-0.1,-2,1,-1.8,0
CC1CN(C(=O)c2cc3cc(F)ccc3[nH]2)CC(C)O1 (stereo not given),-0.6,2.2,4.0,2.9,-3,0.4,0.2,2,7,0.6,0
O=C(NCc1ccc(C(F)(F)F)cc1)C1CC(c2c(Cl)cccc2Cl)=NO1 (stereo not given),-1.5,-2.0,-2.3,0.1,11,0.1,0.5,-1,-2,2.4,3
CC(C(=O)Nc1ccccc1C(=O)N1CCOCC1)N(c1ccccc1)S(C)(=O)=O (stereo not given),-1.1,-3.0,0.4,-0.3,-6,-0.1,-0.2,-3,0,-0.6,3
COc1ccc(C(=O)N/N=C(\C)CC(=O)Nc2ccccn2)cc1OC,-1.2,-0.8,1.0,2.6,-64,0.1,0.1,-1,-3,0.1,-28
CCCC(=O)C1=C(O)C(C(=O)OC)C(C)(C)CC1=Nc1ccncc1 (stereo not given),-1.0,-1.3,-1.0,1.4,1,1.4,0.7,0,-7,-0.4,0

smiles,ssDAF-12 act,hgDAF-12 ag,hcDAF-12 act,GAA850 FXN act,ADAM10 inh,DAX1 inh-1,DAX1 inh-2,SMARCA2 activ,NPR1 activator,PG9 Ab binder,ADAM17 inh
COc1ccc(CN2CCCC(C(=O)Nc3cccc(-n4cccn4)c3)C2)cc1 (stereo not given),-1.0,1.0,1.2,-4.7,2,0.7,-2.3,-2,-3,-0.7,1
Cc1nc2ccc(NC(=O)c3ccc(Cl)c([N+](=O)[O-])c3)cc2s1,-0.4,0.4,-2.0,0.6,9,-0.9,-0.2,-1,12,-1.1,-1
Cc1cccc(N2CCN(C(=O)N3CCOCC3)CC2)c1C,-1.5,4.8,-0.7,-2.0,4,-0.2,-1.3,-1,-1,-0.6,-5
COc1ccc(S(=O)(=O)NNC(=O)c2csc(-n3nc(C)cc3C(F)(F)F)n2)cc1,-1.7,-0.9,-1.6,-0.1,-1,0.0,0.4,-5,-4,-0.6,3
COC(=O)c1c(NC(=O)CN2CCN(c3ccccc3OC)CC2)c2c(C)cccc2n1C,-0.8,-0.1,-0.1,x,-2,x,-0.5,-6,-1,-0.2,-4
COc1cc(S(=O)(=O)N2CCOCC2)cc(C(=O)OCC(=O)NC2CCCCC2)c1OC,-1.0,3.2,-1.4,0.9,-7,-0.3,-0.1,-1,-1,-1.5,-8
CC(=O)Nc1ccc(NC(=O)CSc2nc3ccccc3c(=O)n2CCCN2CCOCC2)cc1,-1.0,4.1,-1.8,-1.8,6,1.9,-0.3,0,-1,-1.7,3
CC1=C(C(=O)OCc2ccc3c(c2)OCO3)C(c2ccccc2)NC(=O)N1 (stereo not given),-2.9,5.8,-2.0,-12,4,-0.9,-1.5,-6,0,0.8,-1
N#CCCN(C(=O)COC(=O)c1cc2ccccc2oc1=O)c1ccccc1,-0.2,3.5,2.2,-0.9,-120,-0.2,1.1,-3,-1,-0.3,-39
O=C(CCn1c(=O)c2sccc2n(Cc2cc(=O)n3ccccc3n2)c1=O)NCc1ccco1,-0.9,-1.9,-0.6,-1.3,-52,3.0,1.2,-2,0,-2.8,-17
Cn1c(N)c(C(=O)COC(=O)c2cc(S(=O)(=O)NCc3ccccc3)ccc2O)c(=O)n(C)c1=O,-1.4,0.3,-1.8,2.0,-12,0.5,-1.3,-1,4,-0.5,-5
O=C(O)c1ccc(OCC(O)Cn2c3ccccc3c3ccccc32)cc1 (stereo not given),-1.0,3.7,-0.5,3.4,-3,-0.5,-0.2,-1,3,0.4,-6
Cn1cc([N+](=O)[O-])c(C(=O)N/N=C/c2ccccc2)n1,-1.1,-2.5,0.5,0.7,7,1.1,0.8,-2,-1,-2.8,2
Cc1cc(C)c(C)c(OCCN2CCOCC2)c1,-1.3,4.7,0.5,-0.3,5,0.4,-0.1,-1,1,-2.1,-1
O=C(NCCc1ccccc1)[C@@H]1CC=C[C@@H]2CCN(Cc3ccc(Cl)c(Cl)c3)C(=O)[C@@H]21,-1.5,-0.6,-0.5,-0.7,-8,0.8,-0.2,0,-4,-1.3,-2
CCCOc1ccc(C(=O)NCC(C)(C)N2CCOCC2)cc1,-1.5,1.6,-1.8,-0.6,7,-0.5,-1.8,3,0,0.0,-3
C=CCNC(=S)NCC1COc2ccccc2O1 (stereo not given),-1.1,1.0,-2.2,-0.5,-6,0.9,0.0,-2,2,0.9,-4
COC(CNc1ccc([N+](=O)[O-])c(NCC(OC)OC)c1C#N)OC,-0.6,3.2,0.4,-0.4,-4,-0.3,-0.5,0,3,-2.0,-4
O=C(CSc1ncccn1)N1CCC(Cc2ccccc2)CC1,-1.4,-2.0,1.6,0.7,7,-0.1,-0.8,3,0,0.5,0
CN1C(=O)CSC1=NC12CC3CC(CC(C3)C1)C2,-1.9,0.0,-2.6,2.6,11,1.4,0.6,-3,2,2.0,6
NC(=O)C1CCN(c2nc(-c3ccccc3)nc3c2oc2ccccc23)CC1,-1.0,2.5,1.2,-2.4,3,-0.8,0.2,-1,0,0.2,-5
Cc1ccc(CNC2CCCCC2)s1,-0.7,-0.8,-0.2,1.4,4,0.0,-0.3,-1,-13,-2.3,-4
Cn1c(SC/C=C/c2ccccc2)nnc1-c1cnccn1,-1.2,-0.3,-0.4,0.6,2,0.6,-0.1,1,-2,-1.8,-3
CCN1C[C@@H]2[C@@H]3C(=O)N(C)C(=O)[C@@H]3[C@](Cc3ccccc3)(C(=O)OC)N2C1=NC1CCCCC1,-1.0,-2.5,-0.2,-0.5,-12,-1.4,-0.6,5,-13,-2.1,-3
Cc1cc(C)nc(SCCC(=O)Nc2ccc(F)cc2)n1,-1.2,1.4,-0.1,2.1,-4,0.0,-0.6,-1,4,-0.4,-4

smiles,ssDAF-12 act,hgDAF-12 ag,hcDAF-12 act,GAA850 FXN act,ADAM10 inh,DAX1 inh-1,DAX1 inh-2,SMARCA2 activ,NPR1 activator,PG9 Ab binder,ADAM17 inh
CC(=O)Nc1ccc(Nc2ccc3nonc3c2[N+](=O)[O-])cc1,-0.8,0.1,0.1,3.0,2,-1.2,-0.4,-2,-3,0.2,1
COc1ccccc1-n1nnnc1SCC(=O)Nc1ccccn1,-1.2,-2.7,-0.5,-0.9,-9,-0.9,-0.5,0,3,1.2,-4
COc1ccc(N2CCN(C(=O)Cn3c(=O)[nH]c4ccccc4c3=O)CC2)cc1,-1.2,2.2,-0.3,x,-1,x,-0.1,-2,0,-0.6,-5
COc1cc(OC)cc(C(=O)NCCSCc2ccc(Cl)cc2)c1,-1.2,-2.2,-2.5,1.9,7,-0.2,0.1,-2,-4,-1.6,4
O=C(Nc1cccc(-n2cnnn2)c1)c1cccc(Cl)c1,-1.4,-2.4,-4.0,-0.6,-5,-0.1,-0.7,1,-3,-1.5,-3
COc1cc2c(cc1OC)CN(C(=O)CCCN1C(=O)c3ccccc3C1=O)CC2,-1.6,-1.8,0.1,1.0,-37,-0.8,0.4,-2,-2,1.6,-9
COc1cccc(C(=O)NN2CCOCC2)c1,-1.2,-1.9,0.2,0.4,-3,0.6,0.0,-2,-1,-2.2,-3
CC(=O)Nc1ccc2c(CSc3nnc(-c4cccnc4)n3-c3ccc(C)cc3C)cc(=O)oc2c1,-1.0,-2.5,-4.9,-0.4,-193,-1.2,0.0,-3,-1,-0.1,-60
CCC(=O)N1c2ccccc2[C@@H](N(C(C)=O)c2ccccc2)C[C@H]1C,-0.5,-3.1,-0.7,0.6,-1,1.6,1.4,-3,-5,-2.2,3
